MEKK2mut PB1 HTS – signal of MEK5 binding to mutant human MEKK2 PB1 domain; bead flow cytometry, Alexa488-MEK5 binding to MEKK2 mutant; percent response, % at 10 µM; 290,000 tested, 0.35% active; in the data active = percent response above about 24%, passing the limit was not always enough; note: inactives centre near 1; some results filed as inactive read as strong as hits
HCV NS3 hel inh – inhibitors of Hepatitis C virus NS3 helicase | NS3 helicase DNA unwinding, Cy5 molecular beacon fluorescence | inhibition, % at 10.9 µM | 290,000 tested, 0.56% active | AID 1800;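 active = inhibition above the mean of all tested compounds plus 3 SD, set per campaign, cut at about 35% in these data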;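 note: 0% = DMSO wells and 100% = thioflavine S control wells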
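test system = hepatitis C virus NS3 helicase domain fragment enzyme | reagent = annealed dual-labelled DNA beacon duplex, ATP-started | times = 1 h at 25 °C | detection = Cy5 fluorescence, 0 and 60 min reads | read-out basis = percent inhibition from t60/t0 fluorescence ratio | control set = DMSO and thioflavine S | replication = one well per compound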
NALP1 yeast inh – blocks the NALP1 inflammasome reconstituted in yeast | S. cerevisiae NALP1/ASC/caspase-1 growth, X-gal OD620, 72 h | inhibition, % at 10 µM | 280,000 tested, 0.61% active; in the data active = inhibition mostly above about 24%, no sharp cut-off; inactive = mostly below about 32%; note: some compounds called inactive have numbers as strong as hits
IMP-1 inhibitor – blocks Pseudomonas aeruginosa IMP-1 metallo-beta-lactamase; purified IMP-1, nitrocefin hydrolysis, epi-absorbance fluorescence; inhibition, % at 5.6 µM; 290,000 tested, 0.45% active;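 active = inhibition above the mean plus 3 SD of all compounds in the same screening run, cut at about 4.5% in these data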;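 note: 0% = IMP-1 with DMSO and 100% = DMSO wells lacking enzyme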
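Assay system: purified recombinant IMP-1 beta-lactamase. Input: IMP-1 0.2 nM before substrate addition. Buffer or medium: Zinc- and detergent-supplemented HEPES buffer, pH 7.1. Schedule: 25 °C, 15 min preincubation, 25 min reaction. Signal: Epi-absorbance fluorescence, 480 nm excitation, 530 nm emission. Evaluation: percent inhibition from optical density relative to buffer-blank wells.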
M18AAP inhibitor – blocks P. falciparum M18 aspartyl aminopeptidase; recombinant PfM18AAP, H-Glu-NHMec fluorogenic cleavage; inhibition, % at 7.35 µM; 290,000 tested, 1.2% active;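 active = inhibition above the campaign mean inhibition over all tested compounds plus 3 SD, cut at about 28% in these data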;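 note: 0% = plate median of test compound wells and 100% = 2 mM ZnCl2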
MEKK2wt PB1 HTS – raises or lowers MEK5 binding to wildtype human MEKK2 PB1 domain; bead flow cytometry, Alexa488-MEK5 binding to MEKK2 WT; actives lie on both sides; binding response (% of control), % at 10 µM; 290,000 tested, 1.1% active; AID 1531; in the data active = binding response below about 67% or above about 130%
DNA FID counter – counter-screen for HCV NS3 helicase inhibitors: DNA intercalator displacement | 290,000 tested, 0.17% active | inhibition, % at 7.9 µM | DNA fluorescent intercalator displacement, fluorescence; in the data active = inhibition above about 37%;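 note: 0% = vehicle and 100% = reference compound; higher means more ethidium bromide displaced from hairpin DNA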
UBC9 SUMO inh – blocks human SUMOylation mediated by UBC9; P63279; HTRF SUMOylation assay, SAE1/SAE2 + UBC9, in vitro; inhibition, % at 35 µM; 290,000 tested, 0.36% active; in the data active = inhibition above about 50%, passing the limit was not always enough; note: strong numbers were not always called active
Target sequence (P63279 whole entry, looked up): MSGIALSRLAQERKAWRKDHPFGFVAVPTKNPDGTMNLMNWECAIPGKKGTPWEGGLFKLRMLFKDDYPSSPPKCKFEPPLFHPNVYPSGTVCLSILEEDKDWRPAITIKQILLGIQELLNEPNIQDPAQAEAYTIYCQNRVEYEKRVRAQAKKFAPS
VIM-2 inh – inhibitors of Pseudomonas aeruginosa VIM-2 metallo-beta-lactamase; inhibition, % at 5.6 µM; purified VIM-2, nitrocefin hydrolysis, epi-absorbance fluorescence; 290,000 tested, 0.89% active;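 active = inhibition above the mean of all tested compounds plus 3 SD, cutoff set per screening run, cut at about 7.5% in these data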;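 note: red hydrolysis product quenches plate fluorescence so inhibitors raise well fluorescence; 0% = enzyme with DMSO and 100% = DMSO without enzyme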
Starred values were filed as active, the others as inactive; / = not tested or not shown; & = joins results of further samples.

Start of the listing, in advance, 5 compounds:
1	Cn1c(SCC(=O)NC2CCCC2)nnc1-c1ccco1
2	COc1ccc(N2CCN(C(CNC(=O)C(=O)NCCC3=CCCCC3)c3ccco3)CC2)cc1 (stereo not drawn)
3	CCN(CC)C(=O)CSc1nc(N)c(-c2ccccc2)c(=O)[nH]1
4	O=[N+]([O-])c1ccccc1Oc1ccc(Cl)c2cccnc12
5	COc1cccc(OCC(O)CN2CCC(C)CC2)c1 (stereo not drawn)

screen / no.	1	2	3	4	5
MEKK2mut PB1 HTS	-4	0	-1	-4	-6
HCV NS3 hel inh	7	7	2	3	2
NALP1 yeast inh	12	24	-2	3	19
IMP-1 inhibitor	-3.1	-2.6	-1.6	-2.2	-3.3
M18AAP inhibitor	-1	1	-6	7	-15
MEKK2wt PB1 HTS	94	108	97	99	99
DNA FID counter	-5	1	-3	-17	1
UBC9 SUMO inh	0	-2	11	1	-8
VIM-2 inh	-2.0	-1.2	1.7	-3.0	-1.2

The whole of this part (from the top)
1	Cn1c(SCC(=O)NC2CCCC2)nnc1-c1ccco1
2	COc1ccc(N2CCN(C(CNC(=O)C(=O)NCCC3=CCCCC3)c3ccco3)CC2)cc1 (stereo not drawn)
3	CCN(CC)C(=O)CSc1nc(N)c(-c2ccccc2)c(=O)[nH]1
4	O=[N+]([O-])c1ccccc1Oc1ccc(Cl)c2cccnc12
5	COc1cccc(OCC(O)CN2CCC(C)CC2)c1 (stereo not drawn)
6	COC(=O)c1[nH]c2ccc(C)cc2c1NC(=O)CCN1CCN(Cc2ccc3c(c2)OCO3)CC1
7	O=S(=O)(Nc1ncccn1)c1ccc(NC(=S)NCc2ccco2)cc1
8	Cc1cc(OCc2nc3ccccc3s2)ccc1N

screen / no.	1	2	3	4	5	6	7	8
MEKK2mut PB1 HTS	-4	0	-1	-4	-6	7	-15	-3
HCV NS3 hel inh	7	7	2	3	2	0	-5	-6
NALP1 yeast inh	12	24	-2	3	19	8	4	-1
IMP-1 inhibitor	-3.1	-2.6	-1.6	-2.2	-3.3	-4.1	-3.5	-3.4
M18AAP inhibitor	-1	1	-6	7	-15	-8	-9	14
MEKK2wt PB1 HTS	94	108	97	99	99	120	82	92
DNA FID counter	-5	1	-3	-17	1	4	-3	-3
UBC9 SUMO inh	0	-2	11	1	-8	16	15	-4
VIM-2 inh	-2.0	-1.2	1.7	-3.0	-1.2	-2.7	-0.5	-3.4

9	COc1ccc(CC(=O)NC(C)C2COc3ccccc3O2)cc1OC (stereo not drawn)
10	CN(C)c1cccc(Oc2nc3c(c(=O)n(C)c(=O)n3C)n2C)c1
11	CN(C)C(=O)c1cn(CCC#N)nc1-c1ccc2ccccc2c1
12	Cc1ccc2nc(SCC(=O)Nc3cccc(S(=O)(=O)NC4=NCCCCC4)c3)[nH]c2c1
13	COc1cccc(N2CC(C(=O)Nc3ccc(F)cc3)CC2=O)c1 (stereo not drawn)
14	Cn1nc(-c2ccccc2F)c2cc(C(=O)Nc3ccc4c(c3)OCCO4)sc21
15	COc1ccc(-c2cc(C(=O)O)[nH]n2)cc1OC
16	Cc1ccc(CNC(=O)CCc2cn(C)c3ccccc23)cc1

screen / no.	9	10	11	12	13	14	15	16
MEKK2mut PB1 HTS	3	15	-8	-1	14	-1	4	11
HCV NS3 hel inh	-1	8	2	-3	-2	-16	-1	-3
NALP1 yeast inh	9	5	-1	0	5	1	4	18
IMP-1 inhibitor	-3.1	0.7	-0.1	-2.5	-2.8	-0.1	-3.5	-2.2
M18AAP inhibitor	-2	2	-20	-6	5	0	-2	-2
MEKK2wt PB1 HTS	90	109	90	98	106	108	112	104
DNA FID counter	-1	-10	-17	-35	-15	-16	8	-29
UBC9 SUMO inh	6	14	2	13	5	10	2	5
VIM-2 inh	-2.3	0.8	0.5	0.8	-3.3	-2.3	2.6	-2.4

17	COc1ccc(S(=O)(=O)N2CCN(CC(=O)Nc3cc(OC)cc(OC)c3)CC2)cc1
18	CCc1oc2ccccc2c1C(=O)c1cc(Br)c(O)c(Br)c1
19	COc1ccc(C(=O)C2CCCN(C(=O)C3=CCCC3)C2)cc1OC (stereo not drawn)
20	CCN1CCN(c2cc(C)c3cc(NC(=O)c4cccc(OC)c4)ccc3n2)CC1
21	O=[N+]([O-])c1ccc(OCCCCN2CCCCC2)cc1
22	CC1=C(C(=O)Nc2ccccc2C(=O)NC2CCC(C)CC2)SCCO1 (stereo not drawn)
23	CC(=O)Nc1ccc(S(=O)(=O)Oc2ccc(C(=S)N3CCCCC3)cc2)cc1
24	N=c1oc2cc(O)ccc2cc1C(=O)Nc1ccc(Br)cc1

screen / no.	17	18	19	20	21	22	23	24
MEKK2mut PB1 HTS	/	-2&3&-1	-14	-1	4	4	3	6
HCV NS3 hel inh	6	13&10	3	-8	-17	-1	-1	8
NALP1 yeast inh	1	21	15	/	39	14	17	19
IMP-1 inhibitor	0.3	-1.9&-2.4	-2.3	-2.4	-0.4	-2.9	-2.0	-1.9
M18AAP inhibitor	-14	-9&-10	6	-5	7	-2	14	2
MEKK2wt PB1 HTS	/	101&103&96	95	122	99	101	100	106
DNA FID counter	-1	-20&-8	-26	15	20	-23	-12	5
UBC9 SUMO inh	11	23&20	11	1	-10	13	8	26
VIM-2 inh	2.4	-1.2&-3.4	-0.7	-2.2	2.9	-1.9	-2.2	-4.6

25	CCn1c(=O)cc(SCC(=O)Nc2cccc(SC)c2)c2ccccc21
26	Cc1ccc(-c2cc(C(=O)Nc3cnn(C(C)C)c3)no2)cc1
27	CCOC(=O)c1sc(NC(=O)C2CC(=O)N(c3ccccc3C)C2)nc1C (stereo not drawn)
28	CCOC(=O)C1CCN(C(=O)c2cccc(NS(=O)(=O)c3ccc(F)c(F)c3)c2)CC1
29	CSc1nsc(SC)c1C(=O)OCC(F)(F)F
30	NC(=O)c1ccc(NC(=O)CS(=O)(=O)c2cn(CC(=O)N3CCCC3)c3ccccc23)cc1
31	CCn1c(N)c(C(=O)NCCOC)sc1=S
32	N#CCc1ccc(NC(=O)c2ccc(S(=O)(=O)N3CCCC3)cc2)cc1

screen / no.	25	26	27	28	29	30	31	32
MEKK2mut PB1 HTS	1	0	7	2	2	8	13	-5
HCV NS3 hel inh	0	12	-11	-9	1	11	0	2
NALP1 yeast inh	-15	-12	4	-11	-34	-20	-6	0
IMP-1 inhibitor	-4.2	-1.5	-2.1	-3.4	0.7	-3.9	0.3	-1.5
M18AAP inhibitor	-38	-5	0	4	-3	10	-14	-2
MEKK2wt PB1 HTS	95	102	111	96	102	105	105	98
DNA FID counter	-3	-16	-30	-27	-4	-18	-1	-12
UBC9 SUMO inh	-6	-3	4	-11	-7	10	24	-7
VIM-2 inh	-0.5	-1.8	-0.8	-3.8	-3.2	-2.4	0.4	-0.1

33	CC(C)CN(Cc1cc2ccccc2[nH]c1=O)C(=O)c1cccnc1
34	O=S(=O)(c1ccccc1F)N1CCN(CCc2ccccc2)CC1
35	C=CCSc1nc2sc(C)c(C)c2c(=O)[nH]1
36	O=C(Cc1cccs1)Nc1ccc(Cl)cc1
37	Cc1ccc(/C=N\NC(=O)C2CN(S(=O)(=O)c3ccccc3)CCN2S(=O)(=O)c2ccccc2)cc1 (stereo not drawn)
38	Cc1ccc(-n2c(-c3ccc(Cl)cc3)n[nH]c2=S)cc1
39	O=C(O)CN=C1NC2(CCCC2)Cc2ccccc21
40	COc1cccc(NS(=O)(=O)c2ccc3c(c2)C2C=CCC2C(c2ccc(C(=O)O)cc2)N3)c1 (stereo not drawn)

screen / no.	33	34	35	36	37	38	39	40
MEKK2mut PB1 HTS	0	-1	10	3	11	6	1	-2
HCV NS3 hel inh	-1	1	-2	13	1	4	5	43*
NALP1 yeast inh	9	10	-14	4	29	-3	11	6
IMP-1 inhibitor	-3.8	-3.1	-3.5	-2.2	-2.0	-4.3	-1.6	22*
M18AAP inhibitor	5	-1	1	-10	1	10	2	22
MEKK2wt PB1 HTS	98	106	107	101	117	107	99	97
DNA FID counter	-9	-16	-6	3	-16	-25	-3	0
UBC9 SUMO inh	14	11	-23	-13	10	9	28	/
VIM-2 inh	-4.9	-1.1	-1.9	-0.6	-3.4	-3.5	-7.5	-4.6

41	C(/C=C/c1ccco1)=N/N1CCN(c2ccccc2)CC1
42	O=C(OCCN(C1=NS(=O)(=O)c2ccccc21)c1ccccc1Cl)c1ccc(Cl)cc1
43	CN(C)c1ccc(CNS(=O)(=O)c2ccc3c(c2)NC(=O)CS3)cc1
44	CCCCCn1c(NC(=O)c2ccco2)c(S(=O)(=O)c2ccc(C)cc2)c2nc3ccccc3nc21

screen / no.	41	42	43	44
MEKK2mut PB1 HTS	6	-7	-10	-1
HCV NS3 hel inh	7	-5	23	26
NALP1 yeast inh	21	5	1	-32
IMP-1 inhibitor	-2.8	-2.4	1.5	-1.8
M18AAP inhibitor	-13	6	1	-16
MEKK2wt PB1 HTS	99	90	91	94
DNA FID counter	-10	-3	-12	-4
UBC9 SUMO inh	26	-5	25	/
VIM-2 inh	-3.2	-1.4	1.5	-4.0

3 compounds from above, limited to NALP1 yeast inh, HCV NS3 hel inh and MEKK2mut PB1 HTS:
nr | smiles | NALP1 yeast inh | HCV NS3 hel inh | MEKK2mut PB1 HTS
41 | C(/C=C/c1ccco1)=N/N1CCN(c2ccccc2)CC1 | 21 | 7 | 6
42 | O=C(OCCN(C1=NS(=O)(=O)c2ccccc21)c1ccccc1Cl)c1ccc(Cl)cc1 | 5 | -5 | -7
43 | CN(C)c1ccc(CNS(=O)(=O)c2ccc3c(c2)NC(=O)CS3)cc1 | 1 | 23 | -10
